Screening results deposited in PubChem by Sanford-Burnham Center for Chemical Genomics.
MIN6 prolif: inducers of MIN6 beta-cell proliferation, primary screen, ATP luminescence, uHTS. MIN6 cells proliferation, ATPlite luminescence, 48 h; cells starved in 0.2% serum; 100% = growth in 10% serum. hit rate 0.29% among 330,000. AID 2380, 2010. proliferation, % at 10 µM;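 active means compounds whose signal lies at least 3.5 SD above the mean of all wells on their plate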;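 further: 0% = DMSO-treated cells in low-serum medium and 100% = 10% serum control; some compounds called inactive have numbers as strong as hits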
SENP6 block: SENP6 protease inhibitors, primary screen, biochemical, luminescence, uHTS; inhibition, % at 10 µM; AID 2599, 2010; hit rate 1.8% among 330,000; Recombinant SENP6 catalytic domain, aminoluciferin luminescence;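 active means inhibition above about 50% at the single tested dose, limit read from the data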;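 further: plate controls were DMSO wells with enzyme for no effect and DMSO wells lacking enzyme for full effect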
Target sequence (Q9GZR1 628-1112 limits assumed): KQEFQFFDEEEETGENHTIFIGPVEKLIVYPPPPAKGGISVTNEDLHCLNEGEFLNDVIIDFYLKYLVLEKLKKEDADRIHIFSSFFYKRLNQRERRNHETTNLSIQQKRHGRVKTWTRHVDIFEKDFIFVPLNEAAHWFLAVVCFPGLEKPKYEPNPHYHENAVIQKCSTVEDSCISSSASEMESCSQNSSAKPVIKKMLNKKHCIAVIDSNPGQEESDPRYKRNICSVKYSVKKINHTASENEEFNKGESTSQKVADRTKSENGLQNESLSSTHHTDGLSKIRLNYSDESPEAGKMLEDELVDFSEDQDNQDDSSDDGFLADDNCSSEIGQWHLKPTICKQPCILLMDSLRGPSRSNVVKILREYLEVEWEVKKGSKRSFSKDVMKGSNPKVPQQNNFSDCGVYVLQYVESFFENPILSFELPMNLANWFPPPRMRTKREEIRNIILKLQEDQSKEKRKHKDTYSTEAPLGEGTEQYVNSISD
SENP7 inh: SENP7 protease inhibitors, primary screen, biochemical, luminescence, uHTS; recombinant SENP7, Z-RLRGG-aminoluciferin luminescence, 40 min; Sentrin-specific protease 7 (Homo sapiens), Q9BQF6; AID 434973, 2010; inhibition, % at 5 µM; hit rate 1.5% among 330,000;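 active means inhibition above about 50% at the single test dose, limit read from the data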;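 further: plate controls were DMSO with enzyme for no effect and no enzyme buffer wells for full effect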
SENP1 FRET inh: human SENP1 catalytic domain inhibitors, primary screen, biochemical, FRET, uHTS | Sentrin-specific protease 1 (Homo sapiens), Q9P0U3 | hit rate 0.21% among 360,000 | inhibition, % at 10 µM | recombinant SENP1 catalytic domain, CyPet-SUMO1-YPet FRET cleavage;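 active means inhibition at least 30% at 10 µM, raw YFP signal under a set limit, fluorescence ratio 0.5 to 1.5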;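 further: 0% = enzyme with DMSO and 100% = no enzyme wells; some results filed as inactive read as strong as hits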
Target sequence (Q9P0U3 419-644 limits assumed): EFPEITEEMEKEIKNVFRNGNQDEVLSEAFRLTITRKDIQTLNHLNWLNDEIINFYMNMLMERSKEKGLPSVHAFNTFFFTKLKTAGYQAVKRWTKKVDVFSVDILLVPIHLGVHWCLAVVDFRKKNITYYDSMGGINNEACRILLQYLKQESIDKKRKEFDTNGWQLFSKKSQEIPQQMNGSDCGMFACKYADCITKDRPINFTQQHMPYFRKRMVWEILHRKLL
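material = recombinant human SENP1 catalytic domain, His6-tagged | quantity = 20 pM enzyme | reagent = 25 nM SUMO1 FRET substrate | compound dosing = 10 µM single point, 0.5% DMSO | timing = 50 min enzyme reaction, room temperature, light-protected | detection = FRET, CFP and YFP emission | control set = no-enzyme low, enzyme-DMSO high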
UBC13 polyUb: UBC13 polyubiquitin chain formation inhibitors, primary screen, biochemical, TR-FRET, uHTS | inhibition, % at 20 µM | hit rate 0.47% among 330,000 | AID 485273, 2010; in the data active means inhibition above about 45%, passing the limit was not always enough; inconclusive means no clear call, values can overlap the other calls
SENP8 block-1: human SENP8 protease inhibitors, primary screen, biochemical, fluorescence, Nedd8 protein substrate, uHTS. hit rate 0.64% among 360,000. recombinant SENP8. AID 602440, 2012. inhibition, % at 20 µM. Sentrin-specific protease 8 (Homo sapiens), Q96LD8; in the data active means inhibition mostly above about 40%, no sharp cut-off; inactive means mostly below about 27%
Target sequence (Q96LD8 whole entry, looked up): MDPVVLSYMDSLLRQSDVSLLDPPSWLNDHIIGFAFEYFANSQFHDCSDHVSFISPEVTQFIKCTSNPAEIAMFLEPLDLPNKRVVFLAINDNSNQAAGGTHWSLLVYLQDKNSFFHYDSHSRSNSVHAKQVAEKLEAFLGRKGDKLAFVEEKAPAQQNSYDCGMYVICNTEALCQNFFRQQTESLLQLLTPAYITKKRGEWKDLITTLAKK
SENP8 block-2: SENP8 protease inhibitors, primary screen, biochemical, luminescence; purified SENP8, Z-RLRGG-aminoluciferin cleavage; hit rate 1.2% among 330,000; Sentrin-specific protease 8 (Homo sapiens), Q96LD8; AID 2540, 2010; inhibition, % at 10 µM; in the data active means inhibition above about 50%
HKDC1 inh: HKDC1 hexokinase inhibitors, primary screen, biochemical, fluorescence, uHTS. Q2TB90. recombinant HKDC1, G6PDH/diaphorase resazurin coupled fluorescence. inhibition, % at 20 µM. hit rate 0.16% among 340,000. AID 493160, 2011;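 active means inhibition above about 35% when tested at 20 µM, limit read from the data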;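 further: plate controls were DMSO wells with enzyme for no effect and DMSO wells lacking enzyme for full effect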
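Assay system: recombinant HKDC1 hexokinase; detection: coupled resazurin fluorescence, excitation 525 nm, emission 613 nm; benchmarks: DMSO-plus-enzyme-mix negative control, buffer-substituted positive control; compound dosing: single 20 µM dose; schedule: 90 min at room temperature in dark; also added: glucose plus 1 mM ATP as hexokinase substrates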
PfG6PD inh: PfG6PD enzyme inhibitors, primary screen, biochemical, fluorescence intensity, uHTS; glucose-6-phosphate dehydrogenase-6-phosphogluconolactonase (Plasmodium falciparum 3D7); PfGluPho enzyme, NADPH resazurin-diaphorase fluorescence; inhibition, % at 20 µM; hit rate 0.78% among 350,000; AID 504690, 2011;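 active means inhibition reaching at least a set limit at 20 µM in the primary screen, cut at about 59% in these data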;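 further: 0% = DMSO wells with substrate and 100% = DMSO wells lacking glucose-6-phosphate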
* hit, by the source's call; ? = inconclusive; . = not tested or not shown.

[1] C#CCOCCOCCOCCNc1nc(N2CCN(C(=O)Cn3cc(CCCCN)nn3)CC2)nc(N2CCN(C(=O)Cn3cc(CCCN=C(N)N)nn3)CC2)n1
[2] O=C1N=C(N2C=CC(=C3C=CNC=C3)C=C2)/C(=C/N=NC(=O)c2ccccc2O)S1
[3] CC1(C)CNC(=O)c2sc(N3CCCCC3)nc2C1
[4] Cc1cc(Cl)ccc1NC(=O)Nc1c(C)n(-c2ccccc2)c(=O)n1C
[5] O=S(=O)(Nc1cccc2ncccc12)c1cccc(C(F)(F)F)c1
[6] COc1cc(/C=C2\SC(=Nc3ccc(F)cc3)N(c3ccc(F)cc3)C2=O)ccc1OCC(=O)O
[7] CC(=O)NCCc1ccc(S(=O)(=O)N2CCOCC2)cc1
[8] O=C(Nc1ccc2cccnc2c1)c1ccc(Br)cc1
[9] CC1CCCN(CCCNC(=O)c2cc3c(Cl)nc4ccccc4c3s2)C1 (stereo not drawn)
[10] COc1ccc(S(=O)(=O)N2CCSC2c2ccc(OC)c(OC)c2)cc1 (stereo not drawn)
entry no.,1,2,3,4,5,6,7,8,9,10
MIN6 prolif,-5.2,-1.6,-4.4,-2.3,-1.8,-2.9,-3.1,0.2,-5.8,-1.5
SENP6 block,-16.0,7.7,-17.9,2.7,-0.1,-8.0,13.8,-30.6,-11.0,-7.2
SENP7 inh,11.1,3.6,-1.3,0.2,-0.8,8.2,0.1,-7.6,3.9,-2.6
SENP1 FRET inh,1.5,7.2,-0.9,1.2,-5.3,.,0.3,1.4,0.2,-0.2
UBC13 polyUb,-4.0,-144.7,-16.6,16.8,-16.6,-25.9,0.4,-1.1,30.1,-6.0
SENP8 block-1,19.6,-38.2,19.7,13.8,-22.4,.,15.4,2.9,4.1,50.2*
SENP8 block-2,-10.4,4.8,0.4,0.7,-7.5,4.9,2.0,-11.7,-7.5,-5.6
HKDC1 inh,1.1,-3.8,-8.4,-12.3,11.6,.,-6.3,-1.7,-9.9,-4.7
PfG6PD inh,11.8,4.2,13.3,-1.0,-24.4,.,7.3,26.5,9.8,-2.7

[11] CCOC(=O)CNC(=O)CSc1cc(C)nc2ccc(OC)cc12
[12] OC(COc1ccccc1)CN1CCN(Cc2ccc3c(c2)OCO3)CC1 (stereo not drawn)
[13] CCCc1cc(C(=O)Nc2cccnc2)no1
[14] Cc1[nH]c2ccccc2c1/C=N/NC(=O)c1cccc(S(=O)(=O)Nc2ccccc2Cl)c1
[15] O=S(=O)(NCC(Nc1ccc(Cl)cc1)c1ccccc1)c1ccccc1 (stereo not drawn)
[16] O=C1C(=O)N(CCCn2ccnc2)C(c2ccc([N+](=O)[O-])cc2)/C1=C(\O)c1ccc2c(c1)OCCO2 (stereo not drawn)
[17] COc1ccc(-c2nnc(SCC(=O)N(C)C3CCS(=O)(=O)C3)n2N)cc1OC (stereo not drawn)
[18] Cc1cccc(C(=O)O/N=C/c2c(Cl)n(C)c3ccccc23)c1
[19] CN1C(=O)C(=O)N(c2cccc(C(F)(F)F)c2)C1=O
[20] COc1ccc(N2CCN(C(=O)Cn3cnc4sc(C)c(S(=O)(=O)N5CCOCC5)c4c3=O)CC2)cc1
entry no.,11,12,13,14,15,16,17,18,19,20
MIN6 prolif,0.5,-2.6,-2.3,-4.0,0.0,-0.8,-2.2,-0.8,-3.4,0.2
SENP6 block,7.1,-0.1,-10.0,-10.2,-6.8,-6.9,-23.8,-3.3,-14.0,-23.6
SENP7 inh,1.8,-2.3,36.6,4.5,2.0,-12.9,0.9,3.5,7.2,-8.2
SENP1 FRET inh,-1.5,2.3,-0.6,24.3,1.7,1.2,1.6,1.5,2.7,-0.8
UBC13 polyUb,12.1,6.1,2.0,4.3,13.0,-13.7,4.5,-8.3,-11.5,2.7
SENP8 block-1,-34.9,7.6,1.0,-62.4,16.6,15.6,8.1,-0.4,3.7,9.6
SENP8 block-2,1.1,-9.9,23.6,-3.6,4.0,-6.3,-4.5,-5.3,-0.9,-3.5
HKDC1 inh,-4.9,3.5,-0.2,2.5,16.8,-4.6,-12.8,-4.7,-3.2,-6.5
PfG6PD inh,-4.1,-12.7,-3.6,83.2*,8.2,-11.4,10.2,8.6,-21.2,8.3

[21] CCNS(=O)(=O)c1ccc(Br)c(OC)c1
[22] O=C(N/N=C\c1cccnc1)c1cc(-c2ccc(Cl)s2)[nH]n1
[23] C[C@H](CO)N1C[C@H](C)[C@@H](CN(C)CC2CCCCC2)Oc2c(NS(=O)(=O)c3ccc(F)cc3)cccc2C1=O
[24] O=C(COc1ccc(-c2nnco2)cc1)N1CCN(S(=O)(=O)c2ccccc2)CC1
[25] COc1ccc(OC)c(C2/C(=C(\O)c3ccc(OC)c(Cl)c3)C(=O)C(=O)N2CCN(C)C)c1 (stereo not drawn)
[26] O=C(N/N=C/c1nn(-c2ccccc2)cc1-c1ccccc1)c1ccncc1
[27] COc1ccc(Cl)cc1N(CC(=O)N/N=C/c1ccc(OC(C)C)cc1)S(=O)(=O)c1ccc(C)c([N+](=O)[O-])c1
[28] COc1cc(CNCCO)cc(Br)c1OCc1cccs1
[29] N/C(=N\S(=O)(=O)c1cc(C(F)(F)F)cc(C(F)(F)F)c1)c1cccs1
[30] O=C(CN1CCN(S(=O)(=O)c2ccccc2)CC1)Nc1ccc(Cl)c([N+](=O)[O-])c1
entry no.,21,22,23,24,25,26,27,28,29,30
MIN6 prolif,1.3,0.5,1.2,0.0,-0.3,0.0,0.0,-4.7,-0.2,-3.5
SENP6 block,-10.2,-12.1,-4.9,-9.2,4.9,4.0,-4.5,-4.6,-17.0,-13.0
SENP7 inh,-5.8,-0.5,-5.5,-0.8,3.2,-1.4,11.9,8.5,9.7,-2.9
SENP1 FRET inh,2.5,1.0,0.8,2.5,3.7,2.5,0.0,0.8,1.1,0.5
UBC13 polyUb,-4.4,-7.4,-1.0,2.7,-0.9,1.3,-10.9,4.7,-4.1,-4.2
SENP8 block-1,9.8,2.6,2.6,25.3,-50.1,-31.4,12.7,-17.7,6.2,9.8
SENP8 block-2,8.7,-2.6,10.7,6.8,4.4,-2.9,3.8,3.2,-10.9,15.3
HKDC1 inh,-6.1,15.4,3.1,-2.6,-2.4,-26.2,-7.7,-5.5,4.1,-4.1
PfG6PD inh,2.5,-16.1,-1.5,14.5,-0.5,11.3,-0.1,-15.6,25.7,30.3

Whole records, looked up by structure. Order of screens: MIN6 prolif, SENP6 block, SENP7 inh, SENP1 FRET inh, UBC13 polyUb, SENP8 block-1, SENP8 block-2, HKDC1 inh, PfG6PD inh
O=C(COc1ccc(-c2nnco2)cc1)N1CCN(S(=O)(=O)c2ccccc2)CC1 across the screens: 0.0, -9.2, -0.8, 2.5, 2.7, 25.3, 6.8, -2.6, 14.5
C[C@H](CO)N1C[C@H](C)[C@@H](CN(C)CC2CCCCC2)Oc2c(NS(=O)(=O)c3ccc(F)cc3)cccc2C1=O across the screens: 1.2, -4.9, -5.5, 0.8, -1.0, 2.6, 10.7, 3.1, -1.5

Remaining list, next part.
[31] COc1ccc(NC(=O)COC(=O)c2cccc(S(=O)(=O)N3CCCCC3)c2)c(OC)c1
[32] CCCCOCCCNC(=O)Cc1cccs1
[33] CC(C)(C)C(=O)Nc1c2c(nn1-c1cccc(Cl)c1)CS(=O)(=O)C2
[34] CCCCn1c(N)c(N(CC(C)C)C(=O)C2CCN(S(=O)(=O)c3ccc(C)c(C)c3)CC2)c(=O)[nH]c1=O
[35] COc1ccc(NS(=O)(=O)CC(C)C)c(OC)c1
[36] COC(=O)c1ccc(OCC(=O)NC(C)(C)C)cc1
[37] Cc1cc(Cl)ccc1NC(=S)N1CCN(Cc2ccccc2)CC1
[38] Cc1ccc(OCCn2cnc3cc([N+](=O)[O-])ccc3c2=O)cc1
[39] Cc1ccc(SCc2c(C(=O)N/N=C/c3ccc4c(c3)OCO4)nnn2-c2nonc2N)cc1
[40] COc1ccc(-c2nsc3c(SCc4ccccc4)ncnc23)cc1
entry no.,31,32,33,34,35,36,37,38,39,40
MIN6 prolif,-3.4,-0.2,0.2,-2.5,0.0,-0.8,-2.3,-2.5,-2.2,-2.7
SENP6 block,10.2,2.4,-14.2,-18.5,3.0,0.1,-5.1,9.6,-2.1,20.6
SENP7 inh,-0.5,-0.5,-1.5,-11.3,1.9,13.4,4.5,8.3,-0.7,4.2
SENP1 FRET inh,-0.5,-2.8,-1.0,-22.8,1.9,2.1,-0.7,-56.2,-0.6,-3.5
UBC13 polyUb,6.1,7.8,7.3,2.9,-6.8,-13.9,-1.5,-10.3,-4.3,?
SENP8 block-1,10.7,0.1,-2.3,-16.5,7.8,18.7,8.3,-72.9,-113.0,-398.1
SENP8 block-2,1.3,3.5,0.7,-9.4,0.3,-1.1,2.0,-6.0,0.8,-8.0
HKDC1 inh,0.1,-8.3,-0.2,0.6,-3.5,6.4,15.6,-2.0,-4.4,-5.0
PfG6PD inh,-12.6,-2.7,-17.7,-9.8,-12.9,3.3,-1.6,17.7,-4.6,17.0

[41] O=C(O)CN1CCN(c2ncc(C(F)(F)F)cc2Cl)CC1
[42] O=C(NCC(=O)N1CCN(Cc2ccccc2)CC1)c1cccs1
[43] CC(=O)N/N=C/c1cc([N+](=O)[O-])ccc1OCCOc1ccccc1
[44] Cc1cccc(C)c1OCC(=O)NNC(=S)NC(=O)C1CC1
[45] CCOc1ccccc1C(=O)NCC(=O)OCc1c(C)noc1C
entry no.,41,42,43,44,45
MIN6 prolif,0.9,2.2,-3.2,-2.5,0.0
SENP6 block,-15.4,-6.6,3.1,-7.3,-11.7
SENP7 inh,6.9,-5.9,1.8,-4.0,-3.4
SENP1 FRET inh,-0.1,-0.1,1.4,2.0,2.3
UBC13 polyUb,1.9,-5.6,25.4,84.9*,-3.1
SENP8 block-1,12.2,12.8,9.6,8.3,15.7
SENP8 block-2,-2.3,9.9,1.0,1.5,-11.6
HKDC1 inh,-4.1,-1.4,-5.3,-10.5,4.4
PfG6PD inh,3.8,-7.3,21.4,-14.0,21.7

Results in SENP1 FRET inh, for 3 of the compounds above:
entry	molecule	SENP1 FRET inh
38	Cc1ccc(OCCn2cnc3cc([N+](=O)[O-])ccc3c2=O)cc1	-56.2
39	Cc1ccc(SCc2c(C(=O)N/N=C/c3ccc4c(c3)OCO4)nnn2-c2nonc2N)cc1	-0.6
40	COc1ccc(-c2nsc3c(SCc4ccccc4)ncnc23)cc1	-3.5
